Assay outcomes as filed in PubChem BioAssay.
KDM5B inh: blocks human KDM5B histone demethylase activity; AID 1347165; KDM5B demethylase, FDH-coupled NADH fluorescence (FDH is formaldehyde dehydrogenase); Q9UGL1; 220,000 compounds, 2.6% hits; Potency, µM (top dose mostly 57.7 µM), for inactives: at the top dose activity change, negative = inhibition, most hits filed as inhibitors; active means well fitted inhibition curve with a large enough effect; inconclusive means small, poorly fitted or top-dose-only effect; inactive means no such curve, though single readings can be large or run the other way; further: 0% is about no effect; nearly all actives have a fitted effect of over 70% in size
Target sequence (Q9UGL1 whole entry, looked up): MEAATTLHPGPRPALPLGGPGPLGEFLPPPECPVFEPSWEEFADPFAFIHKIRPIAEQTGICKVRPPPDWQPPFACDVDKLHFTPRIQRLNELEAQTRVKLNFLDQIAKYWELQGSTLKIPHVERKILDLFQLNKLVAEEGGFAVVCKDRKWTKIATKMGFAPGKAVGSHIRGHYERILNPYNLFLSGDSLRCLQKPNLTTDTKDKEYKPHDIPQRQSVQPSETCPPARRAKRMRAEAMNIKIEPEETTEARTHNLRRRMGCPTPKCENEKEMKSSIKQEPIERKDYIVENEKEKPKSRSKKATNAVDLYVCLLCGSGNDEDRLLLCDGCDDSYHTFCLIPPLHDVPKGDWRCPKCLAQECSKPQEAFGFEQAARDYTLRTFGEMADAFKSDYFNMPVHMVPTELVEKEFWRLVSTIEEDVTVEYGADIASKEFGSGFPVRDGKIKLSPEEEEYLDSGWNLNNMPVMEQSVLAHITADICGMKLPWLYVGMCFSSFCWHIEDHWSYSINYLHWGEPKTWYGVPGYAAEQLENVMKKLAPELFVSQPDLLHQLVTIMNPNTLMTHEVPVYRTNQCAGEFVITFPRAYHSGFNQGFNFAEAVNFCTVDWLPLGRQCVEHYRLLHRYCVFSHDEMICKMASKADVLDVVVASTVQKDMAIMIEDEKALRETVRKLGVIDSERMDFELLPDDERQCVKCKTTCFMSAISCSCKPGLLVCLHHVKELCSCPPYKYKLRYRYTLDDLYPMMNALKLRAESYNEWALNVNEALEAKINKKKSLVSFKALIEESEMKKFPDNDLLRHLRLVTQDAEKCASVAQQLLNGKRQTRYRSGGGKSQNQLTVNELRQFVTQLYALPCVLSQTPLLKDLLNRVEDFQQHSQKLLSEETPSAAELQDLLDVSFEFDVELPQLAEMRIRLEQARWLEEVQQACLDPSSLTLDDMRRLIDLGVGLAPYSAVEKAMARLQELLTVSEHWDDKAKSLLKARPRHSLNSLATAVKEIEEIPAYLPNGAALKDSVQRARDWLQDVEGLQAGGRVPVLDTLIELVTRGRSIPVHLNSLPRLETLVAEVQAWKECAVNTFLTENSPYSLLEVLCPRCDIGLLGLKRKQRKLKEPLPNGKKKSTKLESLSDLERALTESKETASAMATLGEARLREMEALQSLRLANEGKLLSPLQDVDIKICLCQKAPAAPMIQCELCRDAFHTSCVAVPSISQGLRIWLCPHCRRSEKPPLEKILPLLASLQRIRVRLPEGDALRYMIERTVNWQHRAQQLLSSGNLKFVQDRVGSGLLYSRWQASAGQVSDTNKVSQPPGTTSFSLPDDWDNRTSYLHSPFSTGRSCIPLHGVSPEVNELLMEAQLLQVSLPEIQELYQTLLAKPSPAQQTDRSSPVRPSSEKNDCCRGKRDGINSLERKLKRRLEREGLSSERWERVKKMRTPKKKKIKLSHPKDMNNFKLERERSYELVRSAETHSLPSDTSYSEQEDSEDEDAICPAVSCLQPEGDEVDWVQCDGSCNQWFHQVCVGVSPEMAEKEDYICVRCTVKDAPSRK
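Compound dilutions met 200 nM (final) KDM5BΔAP for 10 min at room temperature before substrate addition. The substrate mix held 12.5 µM H3K4me3 with cofactors 25 µM α-ketoglutarate and 50 µM Fe²⁺. NADH signal gain over 30 min defined activity.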
The depositor's hits bear a star; i = inactive; ? = inconclusive; [ ] = dose if it differs, or a comment. Potency means the concentration at half of the fitted maximal effect. Some of the compounds tested. The share of hits here may be higher or lower than overall.

SMILES	KDM5B inh
Cc1cc(-c2nc(-c3c(C)noc3C)cc3c2cc(C)n3CCN(C)C)ccn1	35µM*
CN(C)S(=O)(=O)c1ccc(N2CCCC2)c(C(=O)OCC(=O)NC2(C#N)CCCCC2)c1	-8%
CN(C(=O)CCN1Cc2ccccc2C1=O)C1CCCN(CCc2ccccc2)C1 (configuration not stated)	-21%
CCCCn1c(N)c(N(CC(C)C)C(=O)C2CC(=O)N(CCc3ccccc3)C2)c(=O)[nH]c1=O (configuration not stated)	13%
COc1cccc(C(=O)N2CCC(N(C(=O)C3CC3)C3CCOCC3)CC2)c1	14%
O/N=C/c1ccc(-c2ccccc2OC(F)(F)F)o1	-3%
O=C(NC[C@H]1O[C@H](Cc2cc(CN3CCOCC3)on2)CC[C@@H]1O)c1cccc(F)c1	6%[86.2 µM]
CNC(=O)NC(=O)CN(Cc1ccc(C#N)cc1)Cc1cccc(F)c1	-5%
Cc1nn(CC(=O)NC(C)c2ccccc2)c(=O)c2ccccc12 (configuration not stated)	-3%
O=c1[nH]c(=O)n(-c2ccccc2)c2c1C(C(F)(F)F)(C(F)(F)F)N=C(c1ccncc1)N2	-14%
CCC(C)NC(=O)CCN(CC)C(=O)c1cc(C)oc1C (configuration not stated)	-12%
O=C(O)C[C@@H]1CCN(S(=O)(=O)c2ccccc2)C[C@@H]1CC1=NCCc2cc(F)ccc21	?
CCn1nc(C)c(/C=N/NC(=O)CSc2ccccn2)c1C	14%
COc1ccc(Cl)cc1NC(=O)CCC1CCCN(Cc2ccc(C)s2)C1 (configuration not stated)	-3%
O=C(NCc1nnc2ccc(-c3ccccc3)nn12)c1cc(F)ccc1Cl	18µM*
Fc1ccc(OC2CN(CC3CCCCC3)C2)cc1F	?
Cc1cccc(-c2nc(CCN(C)S(=O)(=O)c3cccc4nsnc34)no2)c1	5%
O=C(Nc1ccc(-c2nc3ccccc3s2)cc1)C1CCN(C(=O)c2ccco2)CC1	i
CCCCc1c(C)[nH]n(-c2nc(C)c(C(=O)Nc3ccccc3)s2)c1=O	14%
CCN1C(=O)C2CC3(CCN(C(=O)c4cc(C)nn4C)CC3)CN2C1=O (configuration not stated)	-7%
COc1ccccc1/C=C/c1nc(C#N)c(NCc2ccccc2)o1	?
COc1ccc(-c2nnc3n2N(C(C)=O)C(c2ccc(OC(F)F)cc2)=C(C(C)=O)S3)cc1	10%
COc1cccc(CNC(=O)Cn2c(C)cc3nc4n(c(=O)c32)CCCCC4)c1	-19%
Cc1cc(C(N)=O)c(-c2c(C)n[nH]c2C)nc1C	?
CCOCCn1c(=O)[nH]c2cc(C(=O)N(C)Cc3ccsc3)ccc21	19%
The list continues.
SMILES	KDM5B inh
Cc1cc(C)c2c(-n3cccc3)c(C(=O)NCCc3ccccc3)sc2n1	14%
COc1cc(CNC2CCCCCCC2)ccc1OCC(O)CN1CCSCC1 (configuration not stated)	-20%
CCCCCC(=O)N1CC[C@@H](CC(=O)NCc2cccnc2)[C@@H](CC)C1	-17%[86.2 µM]
CCC(C)(C)NC(=O)C(c1ccccc1Cl)N(Cc1cccnc1)C(=O)CCC(=O)Nc1cc(C)on1 (configuration not stated)	16%
CCCOc1ccc(-c2nonc2NC(=O)c2oc3ccc(C)cc3c2C)cc1OCCC	0%
Cc1cccc(C)c1NC(=O)CN1C(=O)C(c2ccccc2)=NC12CCCCC2	12%
Cn1c(=O)c2c(ncn2CC(O)COc2cccc3ccccc23)n(C)c1=O (configuration not stated)	9%
Cc1cc(N2CCN(C)CC2)nc2ccc(NC(=S)NCc3cccs3)cc12	?
COc1ccccc1NC(=O)Nc1nnc(CC(=O)NCc2ccccc2)s1	5%
CC(NC(=O)Cn1nc(-c2ccc(F)cc2)oc1=O)c1ccc(Br)cc1 (configuration not stated)	13%
COc1ccc(S(=O)(=O)N(Cc2nc(-c3ccc(Cl)cc3)no2)C2CCCCC2)cc1	?
Cc1ccc(CC(=O)N2CCCN(S(C)(=O)=O)c3ccccc32)cc1	-7%
CN(C)C(=O)c1ccc(NC(=O)CCc2ccco2)cc1	-12%
COC(=O)C1C(=O)CC(C)(O)C(C(=O)OC)C1c1cccc(Br)c1 (configuration not stated)	13%
Cc1nc(N(C)C)ncc1C(=O)N1CCC(C(=O)NCc2ccccn2)CC1	?
COc1cc(C(C)=O)ccc1OCC(=O)Nc1ccc2nc(C)sc2c1	-7%
Cc1ccc(C)c(NC(=O)C(Cc2ccccc2)n2cccc2)c1 (configuration not stated)	?
Cc1cc(C)cc(NC2=N[C@H]3[C@@H](O)[C@H](O)C[C@H](C(=O)NCCN4CCCCC4)[C@H]3S2)c1	-11%
O=C(c1cnccn1)N1CC[C@H](c2nc3ccccc3o2)C1	4%[86.2 µM]
Cc1ccc(S(=O)(=O)N2CCC3(CC2)N=C(c2cccs2)C(=O)N3)cc1	13%
O=C1NC2(Cc3ccccc31)CN(C(=O)c1ccccn1)C2	-4%[149 µM]
CC(C)CCN1CCC2(CC1)CC(=O)Nc1ccccc1O2	-3%[86.2 µM]
c1ccc(OCCN2CCC(c3nc4ccccc4s3)CC2)cc1	?
CC(Sc1nc(=O)cc(N)n1CCc1ccccc1)C(=O)Nc1cccc(Cl)c1 (configuration not stated)	-20%
Cc1ccc(-n2ncc3c(NCCCN4CCOCC4)ncnc32)cc1	-29%

Random excerpt: 4 records from the list, in no set order.
SMILES	KDM5B inh
COc1cccc(CNC(=O)Cn2c(C)cc3nc4n(c(=O)c32)CCCCC4)c1	-19%
Cc1cccc(-c2nc(CCN(C)S(=O)(=O)c3cccc4nsnc34)no2)c1	5%
O=c1[nH]c(=O)n(-c2ccccc2)c2c1C(C(F)(F)F)(C(F)(F)F)N=C(c1ccncc1)N2	-14%
CCN1C(=O)C2CC3(CCN(C(=O)c4cc(C)nn4C)CC3)CN2C1=O (configuration not stated)	-7%

Next part:
SMILES	KDM5B inh
O=C(O)c1cccc(-n2cccc2/C=C2/NC(=O)N(c3cccc(Cl)c3)C2=O)c1	1%
CC(C)(C)C(=O)N1CCN(CCNc2cc(=O)oc3ccccc23)CC1	10%
Nc1nccnc1C(=O)NCCSC1CCCC1	?
Cc1ccnc(NC(=O)COc2c(C)[nH]ccc2=O)c1	10%
Cc1nc2ccc(S(=O)(=O)N(CC(=O)Nc3cccc(C)c3C)Cc3ccccc3)cc2s1	5%
Cc1ccccc1C(=O)Nc1ccccc1NC(=O)c1ccccc1Br	8%
COc1ccc(C)cc1CNCc1ccco1	-24%
Clc1ccc(-n2c(Cc3ccccc3)nnc2SCc2nc(-c3cccs3)no2)cc1	-19%
Cc1cc(NC(=O)Cn2c(-c3cccc(Cl)c3)nc(C)c(CCO)c2=O)no1	20%
COC[C@@H]1CN(C(=O)COc2ccccc2)C[C@H]1c1nc(C2CC2)no1	4%
O=C(/C=C/c1ccc([N+](=O)[O-])cc1)N1CCN(S(=O)(=O)c2ccccc2)CC1	17%
COCc1nc(C2CCN(S(C)(=O)=O)C2)no1 (configuration not stated)	7%
COc1ccc(CNC(=O)Cn2cccc2-c2nc(-c3ccc4c(c3)OCO4)no2)cc1OC	-2%
CCn1cc(-c2nc3cc(S(=O)(=O)NC(C)C)ccc3n2C(C)C)cn1	20%
Cc1ccc(N2CCC(NC(=O)Cc3cccc(F)c3)C2=O)cc1 (configuration not stated)	-10%
CC(C)CCNC1(Cc2cc(-c3ccc(F)cc3)on2)COC1	3%[86.2 µM]
CC(C)[C@H](NC(=O)c1ccccc1F)C(=O)Nc1cccc(S(=O)(=O)N2CCCCC2)c1	14%
CCCCN(C)S(=O)(=O)c1ccc(NC2=NS(=O)(=O)c3ccccc32)cc1	?
C#CCSc1nc2sc3c(c2c(=O)n1Cc1ccccc1)CCCC3	-4%
Cc1ccc(NC(=O)c2cc3c(s2)CN(C2CC2)C3)cc1	?
Cc1ccc(CNC(=O)CSc2nc3ccsc3c(=O)n2-c2ccc(C(=O)O)cc2)cc1	13%
CCN(CC)Cc1nc2c(c(=O)[nH]1)C(CC)(CC)Cc1ccccc1-2	-4%
O=C(c1ccc(F)cc1)N1CCC2(CC1)CCN(CCc1ccccc1)c1ccccc1O2	?
N#Cc1ccc(C(=O)N2CCOCCNC(=O)CC2)cc1	12%
Cc1oc(-c2ccccc2)nc1CC(=O)Nc1ccc(F)cc1F	-13%

Some of the entries so far, with bars between the fields:
smiles | KDM5B inh
COC[C@@H]1CN(C(=O)COc2ccccc2)C[C@H]1c1nc(C2CC2)no1 | 4%
N#Cc1ccc(C(=O)N2CCOCCNC(=O)CC2)cc1 | 12%
O=C(O)c1cccc(-n2cccc2/C=C2/NC(=O)N(c3cccc(Cl)c3)C2=O)c1 | 1%
Cc1ccc(N2CCC(NC(=O)Cc3cccc(F)c3)C2=O)cc1 (configuration not stated) | -10%
CC(C)CCNC1(Cc2cc(-c3ccc(F)cc3)on2)COC1 | 3%[86.2 µM]
Cc1ccc(CNC(=O)CSc2nc3ccsc3c(=O)n2-c2ccc(C(=O)O)cc2)cc1 | 13%

Next section:
SMILES	KDM5B inh
Cc1cc2c(cc1C)C(c1cc3c(cc1Br)OCO3)CC(=O)N2 (configuration not stated)	12%
C=CCn1c(COc2ccc(C(C)(C)C)cc2)n[nH]c1=S	-7%
CC(C)(C)c1ccc(C(=O)N2CCC3(C2)NC(=O)N(Cc2ccccc2)C3=O)cc1 (configuration not stated)	14%
Cc1ccc(NN)c([N+](=O)[O-])c1	17%
CCn1c(=O)cc(OCC(=O)N2CCN(c3cccc(Cl)c3)CC2)c2ccccc21	-14%
Cc1cccc(Cn2cc(C(=O)c3ccccc3)c(=O)c3cc4c(cc32)OCO4)c1	-1%
COc1ccc(C2Cn3nnc(-c4noc(-c5ccncc5)n4)c3CO2)cc1 (configuration not stated)	4%
O=C(c1nc(-c2cccc3[nH]ccc23)no1)N1CCCCC1	-20%
COc1cccc(C(=O)Nc2cccc(-c3nncn3C)c2)c1	-8%
COc1cc(OC)cc(C(=O)Nc2ccc3c(c2)n(C)c(=O)c(=O)n3C)c1	-20%
CN1[C@@H](CCC(=O)N2CCCC2)CNC(=O)[C@@H]2[C@H]1CCN2Cc1ccc(S(C)(=O)=O)cc1	?
Cc1cccc2oc(CNC(=O)[C@H]3CCC[C@H](O)C3)nc12	1%
COc1cccc(NC(=O)c2ccc3nc(CCc4ccccc4)oc3c2)c1	?
O=C1CC(c2ccccc2)N(C(=O)C2CC2)CCCN(C(=O)NC2CCCCC2)CCN1 (configuration not stated)	4%
CC(C)CC(=O)N1c2nc(C(C)C)nn2C2(CCCCC2)[C@@H]2CCCC[C@@H]21	-12%
Cc1ccsc1C=Nc1ccc(Cc2ccc(N=Cc3sccc3C)cc2)cc1	-18%
CNS(=O)(=O)c1ccc(C)c(C(=O)N2CCCC(c3nc4ccccc4[nH]3)C2)c1 (configuration not stated)	-6%
CC(C)(O)CN[C@H]1[C@H](O)[C@H](O)C[C@@H]1c1ccccc1	35%[115 µM]
O=C(CCn1cnnn1)N1CC(c2noc(C3CCCN3CC3CC3)n2)C1 (configuration not stated)	1%
CC1CCC2(CC1)NC(=O)N(CC(=O)Nc1cccc(F)c1)C2=O (configuration not stated)	26%
CCn1cc(-c2ccc(Cl)cc2)cc1C(=O)NCCN1CCOCC1	-13%
COCc1cn(C[C@H]2C[C@@H](NC(=O)Nc3cccnc3)[C@H](O)[C@@H]2O)nn1	-16%[86.2 µM]
CN(Cc1ccon1)C(=O)C1CCN(C(=O)C2CCC2)CC1	-26%
O=C(COC(=O)c1n[nH]c(=O)c2ccccc12)NC(=O)Cc1ccccc1	-14%
Cc1ccc2nc([C@H]3CCN(C(=O)C4CC4)C3)[nH]c2c1	?

KDM5B inh: entries above that show a hit
SMILES	KDM5B inh
Cc1cc(-c2nc(-c3c(C)noc3C)cc3c2cc(C)n3CCN(C)C)ccn1	35µM*
O=C(NCc1nnc2ccc(-c3ccccc3)nn12)c1cc(F)ccc1Cl	18µM*

Other entries.
SMILES	KDM5B inh
CNC(=O)C(C)(C)N1CCC[C@H]1C(=O)NCCN1CCCCC1	39%[86.2 µM]
COCCNC(=O)c1cc(-c2ccc(OC)cc2)nc2c1c(C1CCCN1)nn2C (configuration not stated)	79µM*
O=C1OCCCN1C1CCN([S+](=O)([O-])c2ccccc2)CC1	8%[149 µM]
c1cc(-c2ccsc2)n2nc(C3CCCO3)nc2n1 (configuration not stated)	25µM*
CC(C)CS(=O)(=O)N[C@H](C)c1onc(-c2ccc(Cl)cc2)c1C(=O)O	-4%[86.2 µM]
CCN(CC)C(=O)Cn1nnnc1-c1ccc(Br)cc1	?
COCCN1C(=O)c2ccccc2C(C(=O)Nc2cc(C)ccn2)C12CCCCC2 (configuration not stated)	15%
CC(=O)N(Cc1cccnc1)c1nc2cc(C)cc(C)c2s1	?
COc1ccc(O[C@H]2COCCN(C(=O)N3CCOCC3)C2)cc1	18%[86.2 µM]
COC[C@@H]1CN(C(=O)c2cc(OC)cc(OC)c2)C[C@H]1C(N)=O	6%
COCc1nc(C2CCCN(C(=O)c3ccoc3)C2)no1 (configuration not stated)	-8%
O=C(NCc1ccc(F)cc1)c1nc2sccn2c1Br	-4%
Cc1ccc(C(=O)OCC(=O)c2c[nH]c3ccccc23)s1	9%
COc1ccc(-c2ccccc2NC(=O)C2CCCN(Cc3ccc(F)c(F)c3)C2)cc1 (configuration not stated)	9%
O=C(COc1ncnc2cc(Cl)ccc12)c1ccc2c(c1)OCCO2	18%
O=C(Cc1cccs1)N(Cc1ccncc1)C1CC1	-28%
O=C(COc1cccnc1)N[C@@H]1[C@@H]2CCO[C@@H]2[C@@H]1C1CCCC1	3%
Cc1ccc(S(=O)(=O)N(C)Cc2c(C)nn(-c3ccccc3)c2C)cc1	5%
COCCNC(=O)NC[C@H]1O[C@@H]2C[C@@H](CC(=O)N3CCC(F)(F)C3)O[C@@H]2[C@@H]1O	29%[86.2 µM]

Ordered by length of the SMILES (low to high): part of the list above.
SMILES	KDM5B inh
CCN(CC)C(=O)Cn1nnnc1-c1ccc(Br)cc1	?
CC(=O)N(Cc1cccnc1)c1nc2cc(C)cc(C)c2s1	?
COCCN1C(=O)c2ccccc2C(C(=O)Nc2cc(C)ccn2)C12CCCCC2 (configuration not stated)	15%
